DYRK1A inh = inhibitors of rat Dyrk1A kinase; Q63470; ADP-Glo luminescence, NFATc1 peptide; inhibition, % at 12.5 µM; 0.43% of 310,000 active; AID 504441; in the data active = inhibition above about 50%;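 note: plate controls were vehicle with enzyme for no effect and no enzyme for full effect; many of its hits are not listed in these tables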
* marks the source's active call; other numbers are inactive results.

Start of the data: the first three compounds (preview)
Structure	DYRK1A inh
O=C(NCc1ccccc1)c1ccc(C(=O)NCc2ccccc2)cc1	1.5
c1ccc(-c2cn3ccccc3n2)cc1	-3.3
Cc1ccc(C(=O)OCC(=O)Nc2ccc(Cl)cn2)cc1S(=O)(=O)N1CCOCC1	-3.5

Results, from the first entry:
Structure	DYRK1A inh
O=C(NCc1ccccc1)c1ccc(C(=O)NCc2ccccc2)cc1	1.5
c1ccc(-c2cn3ccccc3n2)cc1	-3.3
Cc1ccc(C(=O)OCC(=O)Nc2ccc(Cl)cn2)cc1S(=O)(=O)N1CCOCC1	-3.5
O=C(Nc1ccccc1)OCCc1ccccn1	1.1
COc1ccc(C(CNC(=O)CN2C(=O)NC(C)(c3ccc4ccccc4c3)C2=O)N2CCCC2)cc1 (stereo not given)	0.2
COc1ccccc1NS(=O)(=O)c1cc(NC(=O)CN2C(=O)NC3(CCCCC3)C2=O)ccc1C	7.6
O=C(NOCc1ccccc1)OCc1ccccc1	0.6
O=C(COC(=O)c1cccc(Br)c1)NC(=O)NC1CCCC1	-2.7
COc1ccc(S(=O)(=O)N2CCCCC2)cc1NC(=O)Cc1ccc(Br)cc1	0.3
CCc1noc(C)c1C(=O)OCC(=O)Nc1ccccc1SC	-7.5
Cc1cccc(NS(=O)(=O)c2ccc(C)c(C(=O)NNC(=O)c3csc(N4CCOCC4)n3)c2)c1	-0.3
Cc1ccc(S(=O)(=O)N2CCN(C(=O)COC(=O)c3nc(Cl)ccc3Cl)CC2)c(C)c1	0.0
CC(NC(=O)c1ccc2c(=O)n3c(nc2c1)CCCCC3)c1ccccc1 (stereo not given)	-1.1
O=C(C1CCN(S(=O)(=O)c2cccc3cccnc23)CC1)N1CCN(Cc2ccccc2)CC1	0.4
CCCc1nnn(S(=O)(=O)c2ccc([N+](=O)[O-])cc2)c1CCC	2.1
CC(C)(C)S(=O)N1Cc2cn(Cc3ccccc3)c(=O)cc2[C@@H]1CCO (stereo not given in full)	-0.2
CCOC(=O)C1=C(C)c2ccccc2OC1C(=O)OCC (stereo not given)	-0.1
COc1ccc(N2CCN(Cc3nc4c(c(=O)n(C)c(=O)n4C)n3Cc3ccccc3C)CC2)cc1	1.9
COc1cc(OC)c(C(=O)NNC(=O)c2ccc(NS(=O)(=O)c3cccs3)cc2)cc1OC	3.2
Nc1ccc(CSc2ccc(Cl)cc2)c(Cl)c1	0.1
O=C(Cc1n[nH]c(=O)c2ccccc12)Nc1cc(C(F)(F)F)ccc1-n1cncn1	1.8
CC12CCC(=O)CC1CCC1C2CCC2(C)C1CCC2(O)C(=O)CO (stereo not given)	4.7
O=C(c1cccs1)c1ccccc1Cc1cccs1	-2.3
CCOc1cc(C(=O)CCC(=O)OCC(=O)Nc2ccc(F)cc2)ccc1O	1.9
COc1ccc(NC(=O)CN(C)CC(=O)Nc2cccc3ccccc23)c(OC)c1	-1.1
COc1ccc(CN(CCC(C)C)S(=O)(=O)c2ccccc2Br)c(OC)c1	-2.3
OC1CCCC1NCc1ccnc2cc(Cl)ccc12 (stereo not given)	1.4
C#CCOCCOCCOCCNc1nc(N2CCN(C(=O)[C@H]([C@@H](C)CC)n3cc(CCC(=O)O)nn3)CC2)nc(N2CCN(C(=O)[C@H](CCCCN)n3cc(CC(C)O)nn3)CC2)n1 (stereo not given in full)	5.4
CC(=O)C1(O)CCC2C3CC(C)C4=CC(=O)C=CC4(C)C3(F)C(O)CC21C (stereo not given)	-1.9
Cc1sc2nc(SCC(=O)Nc3ccc(Cl)c(C(=O)O)c3)[nH]c(=O)c2c1C	-2.5

New compounds follow:
Structure	DYRK1A inh
CCC1(c2ccc(F)cc2)NC(=O)N(CC(=O)N2CCN(C(=O)c3cccs3)CC2)C1=O (stereo not given)	1.0
COCCN(C(=O)Cc1ccc(S(=O)(=O)N2CCOCC2)s1)c1c(N)n(CC(C)C)c(=O)[nH]c1=O	-0.3
C=C(C)c1cc2c(ccc3ccc(=O)oc32)o1	5.0
Cc1ccc(-c2csc(C(C#N)=C(O)CN3CCN(C(=O)c4ccco4)CC3)n2)cc1	1.6
Cc1onc(-c2c(F)cccc2Cl)c1C(=O)OCC(=O)Nc1cccc(S(=O)(=O)N(C)C)c1	46.2
CCC1CCC2(CC1)NC(=O)N(CC(=O)Nc1ccc(OC)cc1)C2=O (stereo not given)	-11.1
COc1cc2c(cc1OC)[C@@H](NC(=O)C(C)C)[C@H](O)C2	1.6
COc1ccc(CN(C)C(=O)CCC(=O)N2CCN(S(=O)(=O)c3ccc(Cl)cc3)CC2)c(OC)c1	-3.1
COc1ccc2sc(-c3ccc(S(C)(=O)=O)cc3)c(C(=O)NCCCN3CCCC3=O)c2c1	2.6
CC12CCC3(CC1CCC1OC12)OCCO3 (stereo not given)	0.9
CCC1CN2CCc3cc(OC)c(OC)cc3C2CC1CC1c2cc(OC)c(OC)cc2CCN1C(=O)C(Cc1c[nH]c2ccccc12)NC(=O)OC(C)(C)C (stereo not given)	0.1
O=C1C2C3C=CC(O3)C2C(=O)N1N=Cc1cccc2ccccc12 (stereo not given)	2.7
CCN(CC)S(=O)(=O)c1ccc(NC(=O)CCN2C(=O)C3CC=CCC3C2=O)cc1 (stereo not given)	2.6
COc1ccc(C2/C=C\CC(OCc3ccccc3)CC(=O)N2Cc2cccc(F)c2)cc1 (stereo not given)	2.2
CCOC(Cn1cc([N+](=O)[O-])c(=O)[nH]c1=O)OCC	0.6
Nc1nc(-c2ccccc2)c(CCCOc2ccc([N+](=O)[O-])cc2)c(=O)[nH]1	2.5
O=S1(=O)CCOC(CO)CN1Cc1ccc(Cl)c(Cl)c1 (stereo not given)	-1.1
CCOc1ccc(-c2nnc3ccc(SCC(=O)N4CCN(c5ccccc5)CC4)nn23)cc1	-12.9
CC(C)(C)c1ccc2c(c1)C(c1ccc3c(c1)OCO3)CC(=O)O2 (stereo not given)	-5.4
N#CC(=C(c1ccccc1)c1ccccc1)c1ccccc1	2.0
COc1ccc(-c2nn(-c3ccccc3)cc2CNC[C@H]2O[C@@H](n3cnc(C(N)=O)n3)[C@H](O)[C@@H]2O)cc1	1.0
O=C(c1ccccc1)c1cccc2ccccc12	0.1
CC(=O)OC1COC(OC(C)=O)CO1 (stereo not given)	0.5
CCOC(=O)C1=CN(Cc2cccc(F)c2)S(=O)(=O)NC1CCc1ccccc1 (stereo not given)	1.1
Cc1ccccc1NC(=O)Cc1nc(COC(=O)c2ccc([N+](=O)[O-])cc2)cs1	-4.6
COc1ccc(C(=O)N2CCN(S(=O)(=O)c3ccc(C)cc3C)CC2)cc1S(=O)(=O)N1CCOCC1	-1.1
CC(CN1CCN(CC(C)C(=O)c2ccccc2)CC1)C(=O)c1ccccc1 (stereo not given)	-1.6
COc1ccc(CCNC(=O)COC(=O)c2cccs2)cc1	7.2
Cc1cc(OCC(=O)OCC(=O)NCC2CCCO2)ccc1Cl (stereo not given)	3.7
Cc1cccc(NC(=O)COC(=O)c2ccc(S(=O)(=O)N3CCCC3)cc2)c1	-5.1

Look-ups from the entries so far.
Cc1ccccc1NC(=O)Cc1nc(COC(=O)c2ccc([N+](=O)[O-])cc2)cs1 – DYRK1A inh: -4.6
CC12CCC3(CC1CCC1OC12)OCCO3 (stereo not given) – DYRK1A inh: 0.9

Exported with the structure last: 5 of the compounds above
| DYRK1A inh | smiles |
| --- | --- |
| 0.1 | CCC1CN2CCc3cc(OC)c(OC)cc3C2CC1CC1c2cc(OC)c(OC)cc2CCN1C(=O)C(Cc1c[nH]c2ccccc12)NC(=O)OC(C)(C)C (stereo not given) |
| 2.7 | O=C1C2C3C=CC(O3)C2C(=O)N1N=Cc1cccc2ccccc12 (stereo not given) |
| 2.6 | CCN(CC)S(=O)(=O)c1ccc(NC(=O)CCN2C(=O)C3CC=CCC3C2=O)cc1 (stereo not given) |
| 2.2 | COc1ccc(C2/C=C\CC(OCc3ccccc3)CC(=O)N2Cc2cccc(F)c2)cc1 (stereo not given) |
| 0.6 | CCOC(Cn1cc([N+](=O)[O-])c(=O)[nH]c1=O)OCC |

Other entries follow.
Structure	DYRK1A inh
CCOC(=O)C1=CN(CC)S(=O)(=O)NC1c1ccc(F)c(Cl)c1 (stereo not given)	-1.5
CCN(C(=O)COC(=O)c1cccc(C)c1[N+](=O)[O-])c1c(N)n(Cc2ccccc2)c(=O)[nH]c1=O	-4.4
COc1ccccc1N1CC(C(=O)OCC(=O)Nc2cc(C)on2)CC1=O (stereo not given)	1.5
O=C(Cc1cccc(NC(=O)C2CCCN(C(=O)CCc3ccccc3)C2)c1)Nc1ccc(C(=O)N2CCCCC2)cc1 (stereo not given)	-1.6
C[C@H](CO)N1C[C@H](C)[C@@H](CN(C)C(=O)Nc2ccc(C(F)(F)F)cc2)Oc2ccc(NC(=O)C3CC3)cc2C1=O	1.7
O=C(Nc1cccc([N+](=O)[O-])c1)N(c1ccccc1)c1ccccc1	7.3
Cc1cc(C)cc(-c2nnc(SCC(=O)c3c(N)n(C4CC4)c(=O)[nH]c3=O)o2)c1	-3.1
COC(=O)c1ccc2c(c1)c(-c1ccccc1)c(-c1ccccc1)n2C	-0.6
CC(=O)C1CCC2C3CCC4CC(=O)CCC4(C)C3C=CC12C (stereo not given)	-5.9
COc1ccc(NC(=O)CN2C(=O)NC3(CCCCCCC3)C2=O)cc1	-4.5
COc1ccc(Cl)cc1NC(=O)CN(C)C(=O)CN1C(=O)NC(C)(c2ccc3ccccc3c2)C1=O (stereo not given)	-0.9
CCN1C(=O)[C@H]2[C@H]3CN=C(SC)N3[C@@](CC)(C(=O)OC)[C@H]2C1=O	0.2
[O-][n+]1cccc2cccc(O)c21	0.5
COc1ccc(C(=Cc2ccccc2[N+](=O)[O-])C(=O)O)cc1	-1.7
O=S(=O)(O)c1cc(Cl)cc(N=Nc2ccc(O)cc2O)c1O	-4.9
O=C1CCCCCN1C(=O)c1ccccc1	2.6
COC(=O)C1(NC(=O)CNC(=O)OCc2ccccc2)CCCC1	-4.9
Cc1cc(C)c(NS(=O)(=O)c2ccccc2)c(C)c1NS(=O)(=O)c1ccccc1	-1.1
O=C(c1ccccc1Cl)N1CCN(C(=O)C2CCCO2)CC1 (stereo not given)	-4.8
N#CC1(Nc2ccc(C(=O)O)cc2)CCCC1	-0.2
CN(C)CCCNC(=O)C[C@H]1C[C@H](C(=O)N2CCOCC2)[C@@]2(CCC3CCCC3)c3[nH]c4cc(CCC(=O)N(C)C)ccc4c3CCN2C1=O	-7.9
Cn1nc(C(=O)Nc2cccc(S(=O)(=O)N3CCCCC3)c2)c2ccccc2c1=O	-1.2
O=Cc1c[nH]c2cccc(OCc3ccccc3)c12	-2.1
CC(=O)Nc1c(C)ccc([N+](=O)[O-])c1C	0.9
CC(C)CN1Cc2ccccc2Oc2cc(Br)ccc2S1(=O)=O	-2.9
CC1CCCCC12NC(=O)N(CC(=O)Nc1ccccc1F)C2=O (stereo not given)	12.5
CCOCc1c(C(=O)OCC(=O)NCc2ccc(F)cc2)oc2ccccc12	-3.8
CC(C)c1ccc(S(=O)(=O)N2CCN(C(=O)CCNC(=O)Nc3ccccc3)CC2)cc1	-0.2
COc1cc2c3c(n(C)c(=O)c2cc1OC)-c1cc2c(cc1C3=O)OCO2	-3.2
Cn1cnc2nc[nH]c2c1=O	9.2

Reprinted at random: two records from the list, in no set order.
Structure	DYRK1A inh
Cn1nc(C(=O)Nc2cccc(S(=O)(=O)N3CCCCC3)c2)c2ccccc2c1=O	-1.2
CCN(C(=O)COC(=O)c1cccc(C)c1[N+](=O)[O-])c1c(N)n(Cc2ccccc2)c(=O)[nH]c1=O	-4.4

Remaining list, next part:
Structure	DYRK1A inh
COc1ccc(S(=O)(=O)Nc2cccc(S(=O)(=O)N(C)C)c2)cc1[N+](=O)[O-]	2.9
COC[C@@H]1NS(=O)(=O)c2ccc(Br)cc2O[C@H]1c1ccccc1	7.3
CSC1SCC2C(=O)N(C)C(C(C)C)C(=O)OCC(NC(=O)c3cnc4ccccc4n3)C(=O)NC(C)C(=O)N(C)C1C(=O)N(C)C(C(C)C)C(=O)OCC(NC(=O)c1cnc3ccccc3n1)C(=O)NC(C)C(=O)N2C (stereo not given)	-0.7
O=S(=O)(CCN1CCCCC1)CCS(=O)(=O)CCN1CCCCC1	3.3
CCOC(=O)C1(C(=O)OCC)NC(=O)CC1CC (stereo not given)	-5.8
O=C(CSc1nnc(CN2CCCC2)n1-c1ccc(F)cc1)c1ccc2c(c1)OCO2	14.6
O=C(Cn1cnc2c(NCc3ccccc3)ncnc21)NCc1ccccn1	-0.2
CC(=O)c1ccc(NC(=O)CSc2nc3[nH]c(=O)cc(O)c3s2)cc1	7.3
C#CCOCCOCCOCCNc1nc(N2CCN(C(=O)[C@H]([C@@H](C)CC)n3cc(CCC(=O)O)nn3)CC2)nc(N2CCN(C(=O)[C@H](Cc3ccc(O)cc3)n3cc(CCO)nn3)CC2)n1	-6.3
CN(C(=O)c1cc(Cl)c2c(c1)OCCO2)c1c(N)n(Cc2ccccc2)c(=O)[nH]c1=O	0.4
CCOC(=O)C1=C(C2=CCCCC2)c2ccc(OC)cc2N(S(=O)(=O)C(F)(F)F)C1C(=O)OCC (stereo not given)	-1.0
O=P1(O)Cc2ccccc2-c2ccccc21	-10.0
OC(CSc1ccccc1)CN1CCN(c2cccc(Cl)c2)CC1 (stereo not given)	0.5

Assay outcomes (PubChem BioAssay)

This is a subset; the hit share may differ from the screen's.
